# RECQ1 inh: blocks DNA unwinding by human RECQ1. P46063. RECQ1 DNA unwinding, red fluorescence kinetic read. Potency, µM (doses to about 57.3 µM), without a hit: at the highest dose activity, negative = inhibition, usual class: inhibitors. actives 0.54% (n = 240,000). AID 2549;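 also: plate controls were vehicle for no effect and no enzyme for full effect; nearly all actives have a fitted effect of over 30% in size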
#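 50 nM RECQ1T1 preincubated 15 min with compound in Tris pH 8.0 buffer with MgCl2, DTT, Tween-20 and 2.5 ug/ml poly(dI-dC); started with 200 nM TAMRA/BHQ-2 forked duplex and 2 mM ATP. Unwinding read as fluorescence (525/598 nm), two reads 2 h apart.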
# Lamin A splicing: changes lamin A minigene splicing in HeLa cells | HeLa LMNA splicing GFP/RFP minigene ratio, 48 h | Potency, µM (doses to about 46.1 µM), for inactives: at the highest dose ratio change, negative = inhibition, actives largely listed as inhibitors | actives 0.01% (n = 200,000) | AID 1487; active = well fitted inhibition curve with a large enough effect in the signal ratio, with a control signal flat, not every such curve was filed as active; inconclusive = small, poorly fitted or top-dose-only effect, or effect the other way, or a change in a side signal; the % refers to the signal ratio; also: % is scaled to controls: 0 for no effect and ±100 for the full control effect
#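 S3 HeLa stable clones carrying a lamin A-EGFP splicing minigene plus DsRed2 were seeded at 600 cells/well in Opti-MEM with 2% FBS, pin-dosed and incubated 48 h at 37°C. Acumen cytometry (488 nm) gave the GFP/RFP total-intensity ratio.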
# Tau ThT inhib: blocks human tau fibril formation measured by thioflavin T | P10636 | Potency, µM (highest dose often 57.4 µM), inactives show at the top dose activity, negative = inhibition, actives largely listed as inhibitors | actives 2.1% (n = 270,000) | recombinant tau K18 P301L (four-repeat tau fragment), heparin-induced fibrillization, ThT fluorescence; also: % is scaled to controls: 0 for no effect and ±100 for the full control effect; nearly all actives have a fitted effect of over 55% in size
# Target sequence (P10636 561-689 P618L limits assumed): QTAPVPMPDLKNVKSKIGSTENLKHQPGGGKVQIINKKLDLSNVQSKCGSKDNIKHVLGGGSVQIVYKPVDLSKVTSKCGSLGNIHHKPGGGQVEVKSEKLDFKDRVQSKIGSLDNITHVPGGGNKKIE
#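 K18 P301L tau (15 uM + 0.24 uM Alexa 594-tagged), heparin 20 uM, NaOAc pH 7, 6 h 37 C; ThT 30 uM, 1 h RT, ex 450/em 510 nm.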
# SMN2 splice up: increases expression of the SMN2 splice variant. Potency, µM (highest dose often 46.1 µM), for the others: at the top dose activity change, positive = activation, actives largely listed as activators. HEK293 SMN2-luciferase splicing reporter, luminescence, 30-36 h. actives 2.8% (n = 210,000); also: % of control where 0% means no effect; nearly all actives have a fitted effect of over 55% in size
#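 HEK293 cells carry an SMN2 […]–luciferase reporter in which exon 7 inclusion puts luciferase in frame. Cells were plated 10-12 h before compound addition, then incubated 30-36 h at 37C. ONE-Glo luminescence was read; sodium butyrate at 4.5 mM final served as control.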
# JMJD2E inh: blocks human JMJD2E demethylase activity. B2RXH2. JMJD2E catalytic domain, FDH-coupled NADH fluorescence (FDH is formaldehyde dehydrogenase). Potency, µM (titrated, usually from 57.1 µM), without a hit: top-dose activity change, negative = inhibition, actives largely listed as inhibitors. actives 1.6% (n = 230,000). AID 2147; active = well fitted inhibition curve with a large enough effect, not every such curve was filed as active; inconclusive = small, poorly fitted or top-dose-only effect, or another doubt; inactive = no such curve, though single readings can be large or run the other way;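 also: 0% = wells with enzyme and -100% = buffer wells without enzyme; nearly all actives have a fitted effect of over 50% in size; many of its hits are not listed in these tables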
# Target sequence (B2RXH2 1-337 limits assumed): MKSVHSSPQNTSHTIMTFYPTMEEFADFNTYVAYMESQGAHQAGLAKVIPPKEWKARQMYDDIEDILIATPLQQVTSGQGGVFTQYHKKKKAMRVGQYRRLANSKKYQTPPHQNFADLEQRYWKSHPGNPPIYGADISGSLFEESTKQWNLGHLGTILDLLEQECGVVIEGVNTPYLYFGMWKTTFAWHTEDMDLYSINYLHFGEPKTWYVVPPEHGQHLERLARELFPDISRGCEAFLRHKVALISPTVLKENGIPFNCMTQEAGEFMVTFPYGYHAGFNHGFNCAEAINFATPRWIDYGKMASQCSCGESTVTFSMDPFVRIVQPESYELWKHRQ
# Luc counter: counter-screen: inhibitors of Kinase-Glo firefly luciferase. Kinase-Glo luciferase, ATP luminescence, 8 min. Q27757. Potency, µM (top dose mostly 38.3 µM), for the others: at the highest dose activity change, negative = inhibition, actives largely listed as inhibitors. actives 0.28% (n = 200,000). AID 1379; also: % is scaled to controls: 0 for no effect and ±100 for the full control effect; nearly all actives have a fitted effect of over 60% in size
#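 Light output from Kinase-Glo luciferase with luciferin and 10 uM ATP in 50 mM imidazole pH 7.2, KCl, MgCl2, Tween 20, BSA; compound pin-delivered, 8-min ambient incubation, then luminescence read.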
# ALDH1A1 inh: blocks purified human ALDH1A1 activity; Potency, µM (doses to about 75.3 µM), for the others: at the highest dose activity, negative = inhibition, hits mostly inhibitors; P00352; actives 7.3% (n = 220,000); Purified ALDH1A1, NADH fluorescence, propionaldehyde substrate; active = well fitted inhibition curve with a large enough effect, not every such curve was filed as active; inconclusive = small, poorly fitted or top-dose-only effect, or another doubt; inactive = no such curve, though single readings can be large or run the other way;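 also: plate controls were no enzyme wells and a reference inhibitor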
# Target sequence (P00352 whole entry, looked up): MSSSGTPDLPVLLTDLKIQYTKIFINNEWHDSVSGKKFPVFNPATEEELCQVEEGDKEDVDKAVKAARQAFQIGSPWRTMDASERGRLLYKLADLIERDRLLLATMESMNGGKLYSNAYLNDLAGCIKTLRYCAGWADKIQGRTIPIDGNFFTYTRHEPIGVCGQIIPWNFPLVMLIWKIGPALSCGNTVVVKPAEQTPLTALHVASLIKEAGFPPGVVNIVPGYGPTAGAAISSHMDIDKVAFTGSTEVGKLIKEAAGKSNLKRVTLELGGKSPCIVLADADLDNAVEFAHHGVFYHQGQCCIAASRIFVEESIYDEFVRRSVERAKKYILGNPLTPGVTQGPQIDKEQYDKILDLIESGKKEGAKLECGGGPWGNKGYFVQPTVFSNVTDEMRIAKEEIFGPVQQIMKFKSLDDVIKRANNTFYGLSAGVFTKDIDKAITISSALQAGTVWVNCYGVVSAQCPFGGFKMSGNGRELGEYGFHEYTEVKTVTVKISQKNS
# L3MBTL1 block: L3MBTL1 (human) inhibition. actives 0.66% (n = 230,000). Potency, µM (series often up to 57.1 µM), without a hit: top-dose activity, negative = inhibition, actives largely listed as inhibitors. AlphaScreen L3MBTL1–H3K9me1 peptide binding. AID 485360. Q9Y468; also: % is scaled to controls: 0 for no effect and ±100 for the full control effect; nearly all actives have a fitted effect of over 60% in size
#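 L3MBTL1 (50 nM) pre-complexed 30 min with biotinylated H3(1-15)K9me1 peptide (75 nM), then compounds added for 30 min at room temperature; AlphaScreen streptavidin donor/nickel chelate acceptor beads (10 ug/mL final) read after 30 min dark incubation.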
# Active calls of the source: *; i = inactive; ? = inconclusive; nt = not tested or not shown; [ ] = remark or other dose. Unless noted, calls follow the shape of the dose curve; as a rule, active = well fitted curve in the direction sought with a large enough effect; inconclusive = small, poorly fitted or top-dose-only effect, or another doubt; inactive = no such curve, though single readings can be large; an effect the other way counts as inactive or inconclusive. Potency is read from the fitted curve at half-maximal effect. This is a subset; rates above refer to the full screens.
SMILES,RECQ1 inh,Lamin A splicing,Tau ThT inhib,SMN2 splice up,JMJD2E inh,Luc counter,ALDH1A1 inh,L3MBTL1 block
COc1cc(/C=N/N2C(=O)C3C4c5ccccc5C(c5ccccc54)C3C2=O)ccc1O (stereo unspecified),-11%,-10%,4%,10%,-1%,-2%,?,35%[activator]
COC(=O)COc1cc(C)cc2oc(=O)c(CC(=O)OC)c(C)c12,12%,10%,-6%,-28%,?,-1%,?,1%
COc1ccc(NC(=O)C(NC(=O)Cc2cccs2)c2ccc(C)cc2)cc1 (stereo unspecified),i,-8%,8%,-7%,1%,0%,31%[activator],4%
CC(C)(C)n1nnnc1C(c1ccc(F)cc1)N1CCN(Cc2ccc3c(c2)OCO3)CC1 (stereo unspecified),0%,-10%,-4%,-17%,5%,0%,-1%,-5%
Cn1c(NCc2ccccc2)cc(=O)n(C)c1=O,-2%,5%,-4%,?,8%,1%,3%,6%[11.4 µM]
COc1ccccc1NC(=O)COc1cccc(-n2cnnn2)c1,i,27%,-12%,-20%,11%,0%,-1%,-2%
COc1c(Cl)cc(Cl)cc1C(=O)Nc1ccc(NC(C)=O)cc1,-14%,nt,-1%,nt,-12%,-6%,-6%,-7%
Cc1cc(C)c2c(CC(=O)Nc3ccc(Cl)cn3)coc2c1,i,4%,-4%,-7%,9%,3%,-4%,-8%
N#C/C(=C\c1ccc(F)cc1F)S(=O)(=O)c1ccccn1,i,?,-1%,nt,4%,nt,-9%,8%
COc1ccc(/C=N\NS(=O)(=O)c2ccc(Cl)cc2)cc1COc1ccccc1[N+](=O)[O-],i,-6%,2%,-18%,-7%,-2%,?,1%
CCOc1cc(CN2CCCC(C(=O)c3cccc(C(F)(F)F)c3)C2)ccc1O (stereo unspecified),i,nt,-17%,nt,2%,0%,2%,0%
O=C(c1cc2ccccc2o1)N1CCCCCC1,6%,-13%,10%,24%,-1%,-6%,?,34%[activator]

# Next section, starting with the last four of the part before.
SMILES,RECQ1 inh,Lamin A splicing,Tau ThT inhib,SMN2 splice up,JMJD2E inh,Luc counter,ALDH1A1 inh,L3MBTL1 block
N#C/C(=C\c1ccc(F)cc1F)S(=O)(=O)c1ccccn1,i,?,-1%,nt,4%,nt,-9%,8%
COc1ccc(/C=N\NS(=O)(=O)c2ccc(Cl)cc2)cc1COc1ccccc1[N+](=O)[O-],i,-6%,2%,-18%,-7%,-2%,?,1%
CCOc1cc(CN2CCCC(C(=O)c3cccc(C(F)(F)F)c3)C2)ccc1O (stereo unspecified),i,nt,-17%,nt,2%,0%,2%,0%
O=C(c1cc2ccccc2o1)N1CCCCCC1,6%,-13%,10%,24%,-1%,-6%,?,34%[activator]
CCOc1ccccc1NC(=O)N1CCCC(c2nc3c(nnn3Cc3ccc(C)cc3)c(=O)[nH]2)C1 (stereo unspecified),-6%,?,-22%,-1%,-9%,-6%,?,-5%
COCCN(C(=O)Cn1nnc2ccccc21)C(C(=O)NC1CCCC1)c1cc(OC)ccc1OC (stereo unspecified),-13%,22%,12%,-3%,1%,-1%,-2%,-7%
CCOC(=O)c1c(NC(=O)c2ccco2)sc2c1CCCCC2,-6%,11%,?,26%,?,4%,?,43%[activator]
COc1ccc(C(=O)C[n+]2ccc(N)c(C)c2C)cc1,1%,nt,10%,nt,1%,-7%,-2%,-28%
CCOC(=O)C(NC(=O)c1ccccc1F)(Nc1cc(C)on1)C(F)(F)F (stereo unspecified),-3%,-4%,7%,22%,2%,4%,-2%,7%
C=CCSc1nnc(COc2ccc(=O)n(-c3ccccc3)n2)n1CC,i,-1%[46 µM],-2%,-15%,-2%,-2%,7%,9%
COc1ccc(N(CC(=O)N2CCN(c3ccc(Cl)cc3)CC2)S(=O)(=O)c2c(C)n[nH]c2C)cc1,i,nt,-14%,-45%[inhibitor],4%,0%,3%,nt
Cc1nnc(SCC2=C(C(=O)O)N3C(=O)C(NC(=O)C(C)n4nc(C(F)(F)F)cc4C)C3SC2)s1 (stereo unspecified),-8%,6%[46 µM],?,-12%,?,1%,?,nt
O=C(O)CCCC(=O)Nc1ccc(N2CCCC2)cc1,-9%,2%,-15%,-12%,-4%,1%,2%,?
Cc1cc2ccccc2c(=O)n1CC(=O)NCC(=O)N1CCCC(C)C1 (stereo unspecified),-6%,6%,2%,2%,?,-2%,?,nt
CC1CCc2[nH]c3ccc(C(=O)NCCCOC(C)C)cc3c2C1 (stereo unspecified),-3%,-27%[46 µM],-3%,-9%,12%,-2%,6%,nt
COc1ccc(OC)c(NS(=O)(=O)c2ccc3c(c2)n(C)c(=O)n3C)c1,-9%,15%,2%,nt,0%,2%,-10%,nt
O=c1[nH]n(-c2ccccn2)c(=O)c2ccccc12,-2%,3%,-10%,17%,5%,-3%,5%,-1%
CN(C)c1ccc(CNCCC2(O)CCOC(C)(C)C2)cc1 (stereo unspecified),19%,-5%,-2%,-2%,?,-3%,?,-7%
O=C(Nc1cccnc1)c1noc2c1CCCC2,15%,?,-2%,28%,7%,?,22µM*,-4%
Cc1ccc2nc(/C(C#N)=C\c3ccc(N4CCCCC4)c([N+](=O)[O-])c3)[nH]c2c1,0%,?,3.2µM*,10%,-15%,-3%,?,nt
Cc1ccc(NC(=O)CCNS(=O)(=O)c2cc(Br)cnc2N)cc1Cl,-13%,?,-4%,-6%,-21%,4%,-2%,-5%
CO/N=C/NC(=O)c1cn(-c2ccc(F)cc2)c(=O)c2ccccc12,-6%,15%,-2%,3%,2%,5%,?,11%
Cc1cc(NC(=O)c2ocnc2C)no1,i,3%,-6%,nt,8%,nt,-46%,2%
Cc1ccccc1OCC(O)Cn1c(N2CCN(c3ccccc3)CC2)nc2c1c(=O)[nH]c(=O)n2C (stereo unspecified),-3%,-1%,-5%,-8%,-2%,0%,?,-4%
Cc1ccc(S(=O)(=O)N2CCC(C(=O)NCCCN3CCCCCC3)CC2)cc1,?,-2%,-18%,-16%,-7%,-4%,?,-3%
COc1ccc(OCC(Cn2cnc3ccccc32)OC(C)=O)cc1 (stereo unspecified),-6%,8%[46 µM],-16%,nt,-3%,1%,4%,-1%
CCOC(=O)c1c(NC(C)=O)no[n+]1[O-],5%,-9%,-6%,-3%,0%,3%,-10%,14%[11.4 µM]
NC(=O)C1CC(=O)N(c2ccc(OCc3c(Cl)cccc3Cl)cc2)C1 (stereo unspecified),18%,nt,-4%,nt,-1%,0%,?,-15%
COC(=O)c1nnc(C(=O)N(C)Cc2ccccc2)c2[nH]c3ccccc3c12,-7%,nt,?,1%,1%,2%,?,nt
NC1=NC(=O)C(Cc2cc(Cl)ccc2Cl)S1 (stereo unspecified),0%,0%,9%,2%,1%,-5%,-5%,-15%
CCC(=O)N1CCN(c2nc(C)nc3sc(C)c(C)c23)CC1,-3%,6%,-9%,1%,5%,2%,0%,nt
Cc1cc(C)nc(SCC(=O)Nc2ccnc3ccccc23)n1,i,nt,-3%,-80%[inhibitor],1%,-1%,10%,-9%
C=CCSc1nccc(-c2nn(-c3ccc(C)cc3)ccc2=O)n1,-10%,?,-12%,-8%,?,10%,-13%,1%
CCOC(=O)CCCNC(=O)COC(=O)c1cc(C)cc(C)c1,i,-9%,2%,11%,2%,-4%,8%,7%
COc1ccccc1-n1cc(CN2CCCC(CO)(Cc3cccc(Cl)c3)C2)cn1 (stereo unspecified),0%,?,-9%,nt,2%,2%,8%,-16%
CCCC(=O)NCCc1nc2cc([N+](=O)[O-])ccc2n1C,i,2%,-1%,7%,0%,2%,7%,1%
CCCCNC1=C(Br)C(=O)CC(C)(C)C1,-11%,10%,13%,?,-5%,1%,10%,8%
Cc1ccc(S(N)(=O)=O)c(C)c1-n1cnnn1,i,0%[46 µM],-1%,3%,3%,-2%,-5%,nt
CC(=O)NCCC(=O)N1CCCC(CNC(=O)c2ccc(-c3ccccc3)cc2)C1 (stereo unspecified),i,nt,3%,-3%,-3%,-3%,8%,-9%
Cc1ccsc1/C=c1\sc2ncnn2c1=O,-24%,7%,5%,8%,2%,-3%,7%,-2%
COC(=O)C1C(=O)c2c(C)noc2CC1(C)C (stereo unspecified),-8%,nt,-6%,nt,8%,-5%,0%,-30%
COC(=O)CNC(=O)CSc1nc(N)cc(=O)[nH]1,-4%,-3%,-3%,14%,-5%,-4%,14%,nt
COc1cccc(NC(=S)Nc2cc(C(=O)O)ccc2N2CC3CC(C2)c2cccc(=O)n2C3)c1 (stereo unspecified),-7%,nt,-16%,2%,-8%,-4%,?,nt
O=C(NC(=S)Nc1ccc(CN2CCOCC2)cc1)c1ccc(-c2ccc(Br)cc2)o1,-2%,nt,-21%,nt,-3%,nt,nt,5%
C=CCc1ccc(OCCOCCOc2cccc3cccnc23)c(OC)c1,-11%,?,?,-17%,-9%,1%,5%,-12%
CCOc1ccc2nc3sc(C(=O)N4CCOCC4)c(N)c3cc2c1,-4%,nt,7.1µM*,1.3µM*,-1%,-2%,-17%,0%
Cc1ccc(NC(=S)NCc2ccc3c(c2)OCO3)cc1,-10%,-3%,-4%,3%,-6%,2%,?,-4%
COc1ccccc1NC(=O)N1CCn2c(nc3ccccc32)C1,0%,10%,-5%,-17%,4%,-3%,8%,5%
O=C(CSCc1c(Cl)cccc1Cl)Nc1ccccc1C(=O)N1CCOCC1,-1%,16%,-6%,19%,?,-5%,-4%,nt
COc1ncccc1C(=O)N1CCCC(C(=O)c2cccc(OC(C)C)c2)C1 (stereo unspecified),i,?,-9%,3%,7%,0%,-1%,4%
Cc1ccc(S(=O)(=O)N2CCN(c3ccc(S(=O)(=O)N4CCOCC4)cn3)CC2)cc1,-13%,0%,-4%,-13%,-1%,1%,7%,nt
